Abeta yeast res – restores growth of yeast expressing A-beta42 peptide | yeast expressing A-beta42, growth rescue, OD600, 48 h; response scale: 0% DMSO, 100% iron-clioquinol control | Potency, µM (highest dose often 46.1 µM), inactives show at the highest dose growth rescue, hits mostly activators | hit rate 0.063% among 410,000; note: potency is the fitted concentration of half-maximal effect; nearly all actives have a fitted effect of over 55% in size
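Growth rescue measured by 600 nm absorbance after 48 h yeast culture at 30 C with compound. Values normalized between DMSO and an equimolar ferric chloride plus clioquinol control.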
aSyn rescue – alpha-synuclein toxicity inhibition in yeast | Potency, µM (top dose mostly 46.1 µM), without a hit: at the highest dose growth rescue (activation), hits mostly activators | Yeast expressing alpha-synuclein, growth rescue, BacTiter-Glo, 24 h | hit rate 0.14% among 370,000; note: potency is the fitted concentration of half-maximal effect; % of control where 0% means no effect; nearly all actives have a fitted effect of over 65% in size
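Readout is rescue of growth in alpha-synuclein-expressing yeast, so inhibitors of toxicity appear as activators. Growth after 24 hr at 30 deg C in galactose medium is quantified by luminescence.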
TDP43 rescue – rescues yeast growth from TDP-43 toxicity; TDP-43 expressing yeast growth rescue, BacTiter-Glo, 24 h; Potency, µM (titrated, usually from 46.1 µM), for inactives: top-dose growth rescue (activation), hits mostly activators; hit rate 1.8% among 410,000; AID 652104; note: potency is the fitted concentration of half-maximal effect; % of control where 0% means no effect; nearly all actives have a fitted effect of over 50% in size
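Luminescence from BacTiter-Glo reports growth of TDP-43-expressing yeast after 24 hr at 30 deg C with compound. Cells were raffinose-pregrown to mid-log, then seeded in galactose medium at OD600=0.02.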
D3 antag – antagonists of human D3 dopamine receptor. P35462. D3R cells, DiscoveRx beta-arrestin luminescence, antagonist mode; active compounds read low. max response, negative = inhibition, %. hit rate 2.5% among 360,000; in the data active = max response below about -50%; inconclusive = no clear call, values can overlap the other calls; note: % is set by controls: 0 for no effect and ±100 for the full control effect; mostly tested at two doses, the higher about 12 µM
Target sequence (P35462 whole entry, looked up): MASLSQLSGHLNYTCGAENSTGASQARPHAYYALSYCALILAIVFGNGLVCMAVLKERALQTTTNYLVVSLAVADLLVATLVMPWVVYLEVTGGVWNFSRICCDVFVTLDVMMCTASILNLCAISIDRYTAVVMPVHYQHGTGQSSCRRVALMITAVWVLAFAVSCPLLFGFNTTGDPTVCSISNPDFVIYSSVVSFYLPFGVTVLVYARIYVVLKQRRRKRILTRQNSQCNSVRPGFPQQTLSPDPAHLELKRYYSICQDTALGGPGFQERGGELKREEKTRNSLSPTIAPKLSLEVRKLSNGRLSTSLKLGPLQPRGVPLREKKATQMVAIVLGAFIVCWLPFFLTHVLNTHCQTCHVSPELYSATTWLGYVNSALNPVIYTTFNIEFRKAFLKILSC
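Cells expressing the human receptor were seeded at 1500 cells/well, incubated overnight at 37 degrees C in 5% CO2, then exposed to library compounds with dopamine controls for 90 minutes at 37 degrees C before luminescent detection.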
FUS yeast rescue – FUS proteinopathy suppression in yeast | S. cerevisiae FUS-expressing, growth rescue, OD600, 24 h | Potency, µM (top dose mostly 76.6 µM), without a hit: at the top dose growth rescue (activation), usual class: activators | hit rate 0.24% among 390,000;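 note: potency is the fitted concentration of half-maximal effect; plate controls were DMSO vehicle for no effect and reference control for full effect; nearly all actives have a fitted effect of over 55% in size; some results filed as inactive show a strong effect at the top dose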
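Restored growth of FUS-toxic S. cerevisiae, read as 600 nm absorbance after 24 h at 30C in galactose medium (starting OD 0.005). Controls CP55940 and DMSO.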
EPAC2 ag – agonists of human EPAC2 (RAPGEF4) | hit rate 0.079% among 360,000 | Potency, µM (doses to about 154 µM), for inactives: at the highest dose activation, most hits filed as activators | EPAC2 activation, biochemical qHTS; response scale: 100% = 6.5 mM cAMP response; note: potency is the fitted concentration of half-maximal effect; nearly all actives have a fitted effect of over 50% in size
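Compounds were added across a concentration range to EPAC2 (100 nM), RAP1B-BODIPY-GDP (250 nM) and GDP (50 uM). After 5 min at room temperature, fluorescence was recorded at 5-min intervals for 30 min.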
EPAC2 antag – EPAC2 (human) antagonism. Potency, µM (highest dose often 114 µM), inactives show at the highest dose activity, negative = inhibition, actives largely listed as inhibitors. hit rate 0.18% among 360,000. Q8WZA2. EPAC2 GEF exchange of Rap1B-BODIPY-GDP, fluorescence. AID 720708; note: potency is the fitted concentration of half-maximal effect; % is set by controls: 0 for no effect and ±100 for the full control effect; nearly all actives have a fitted effect of over 45% in size; many of its hits are not listed in these tables
D3 ag – D3 dopamine receptor (human) agonism | P35462 | D3R DiscoveRx beta-arrestin cells, luminescence, 90 min | max activation, % | hit rate 0.58% among 410,000 | AID 652048; in the data active = max activation above about 30%; note: 0% is about no effect; mostly tested at two doses, the higher about 12 µM
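Cells at 1500/well, incubated overnight, then treated with pinned compounds (dopamine as control) for 90 min at 37 degrees C. DiscoveRx reagent added for 30 - 60 minutes at room temperature; luminescence read.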
* hit, by the source's call; ? = inconclusive; / = no result given; & = joins results of further samples; [ ] = another dose, or the depositor's remark. Unless noted, calls come from the whole dose curve; as a rule, active = well fitted curve in the direction sought with a large enough effect; inconclusive = small, poorly fitted or top-dose-only effect, or another doubt; inactive = no such curve, though single readings can be large; an effect the other way counts as inactive or inconclusive. Some of the compounds tested; rates above refer to the full screens.

Start of the listing, in advance (4 entries):
SMILES	Abeta yeast res	aSyn rescue	TDP43 rescue	D3 antag	FUS yeast rescue	EPAC2 ag	EPAC2 antag	D3 ag
O=C1N(Nc2ccccc2)C(c2ccc(Br)cc2)C12CCCC2 (stereo unspecified)	21%	/	11%	35	3%	-11%	-3%	0
C[C@H](OC(=O)n1ccnc1)[C@@H]1O[C@@]2(C)CCC[C@@H]1O2	-14%	-10%	6%	-15	-31%	-4%	-22%	6
O=C(OC1CCCCC1=O)c1cccc(S(=O)(=O)N2CCCCC2)c1 (stereo unspecified)	-14%	9%	-3%	28	23%	-1%	3%	2
CCCCN(C(=O)Nc1ccc(Cl)cc1)C1CCN(C(C)=O)CC1	-3%&8%	-3%	14%&-17%	-18	-10%	-3%	20%	-14&-7

This part in full (from the top)
SMILES	Abeta yeast res	aSyn rescue	TDP43 rescue	D3 antag	FUS yeast rescue	EPAC2 ag	EPAC2 antag	D3 ag
O=C1N(Nc2ccccc2)C(c2ccc(Br)cc2)C12CCCC2 (stereo unspecified)	21%	/	11%	35	3%	-11%	-3%	0
C[C@H](OC(=O)n1ccnc1)[C@@H]1O[C@@]2(C)CCC[C@@H]1O2	-14%	-10%	6%	-15	-31%	-4%	-22%	6
O=C(OC1CCCCC1=O)c1cccc(S(=O)(=O)N2CCCCC2)c1 (stereo unspecified)	-14%	9%	-3%	28	23%	-1%	3%	2
CCCCN(C(=O)Nc1ccc(Cl)cc1)C1CCN(C(C)=O)CC1	-3%&8%	-3%	14%&-17%	-18	-10%	-3%	20%	-14&-7
COc1ccc(-c2ccc3c(c2)S(=O)(=O)c2cccc(C(=O)O)c2C3=O)cc1OC	12%	-1%	-6%	16	-9%	7%	-7%	5
Cc1ccc(NC(=O)C2CC(O)CN2C(=O)OCc2ccccc2)cc1C (stereo unspecified)	-6%	-6%	9%	-8	19%	4%	-7%	-4
COc1ccccc1NC(=O)c1ccc(-n2cccn2)nc1	-15%	-6%	0%	5	-2%	0%	-4%[57.1 µM]	1
O=C(CN1C(=O)c2ccccc2C1=O)Nc1ccccc1C(F)(F)F	0%	2%	19%	3	-20%	6%	-6%	-2
O=C(NCc1ccco1)C1CCN(S(=O)(=O)c2cccc3cccnc23)CC1	2%	0%	-6%	16	-10%	6%	-5%	-12
Cc1ccc(OCC(=O)N2CCCCCC2)c(C)c1	15%	2%	9%	13	14%	11%	3%	1
O=C(COc1ccc2ccc(=O)oc2c1)N1CCc2ccccc21	3%	-4%	-18%[0.397 µM]	1	3%	-6%	22%	-13
O=C(NNC(=O)C1CC(c2cccnc2)=NO1)Nc1ccccc1F (stereo unspecified)	-1%	4%	2%	-2	-4%	0%	0%	0
CC(C(=O)NC1CCCCCC1)c1ccc([N+](=O)[O-])cc1 (stereo unspecified)	21%	2%	?	-3	-12%	7%	-5%	-4
N#Cc1cc2c(nc1SCc1ccccc1)CCCCC2	12%	-7%	10%	5	10%	11%	13%	0
CC(=O)N1CCc2c(sc3c2c(=O)n(-c2ccccc2)c(=O)n3CC(=O)c2ccccc2)C1	-19%	/	-9%	/	-5%	/	/	-8
C=C1C[C@@]23CCC4[C@@](C)(CCC[C@@]4(C)C(=O)OC)C2CC[C@]1(OC(C)=O)C3 (stereo partly specified)	-6%	-6%	-3%	-12	4%	15%	-13%	-18
O=C(CN1CCN(C(=O)c2cccc(F)c2)CC1)NC1CCCCC1	-3%	-3%	-22%	-17	7%	19%	19%	-6
O=C(Nc1ccc(F)cc1)C(CCc1ccccc1)N1CCN(c2cccc(C(F)(F)F)n2)CC1 (stereo unspecified)	30%	-16%	23%	-9	12%	-3%	-13%	-4
Cc1nn2c(NCc3cccnc3)c3c(nc2c1-c1ccccc1)CCC3	-5%	0%	9%	-3	12%	3%	-8%	-5
COc1ccc(Cl)c(NC(=O)Nc2c(C)n(-c3ccccc3)c(=O)n2C)c1	3%	2%	-6%	?	0%	9%	-2%	-7
c1cnc(-c2noc(CN3CCN(C4C5CC6CC(C5)CC4C6)CC3)n2)cn1 (stereo unspecified)	-1%	11%	11%	1	-6%	3%	3%	12
COCCn1c(SCC(=O)Nc2cccc(OC)c2)nnc1-c1ccccc1	-20%	-1%	-18%	-22	27%	12%	-9%	-6
COc1cc(Cl)c(C)cc1NC(=O)c1ccc2c(SCC(=O)O)c3c(nc2c1)CCCC3	-13%&1%	11%	2%&-8%	-6	-3%&0%	7%	-14%	-3&7
Cc1ccc(CNC(=O)CCc2nnc3n(C)c(=O)c4sccc4n23)cc1	-8%	/	5%	/	0%	/	/	6
CCc1cccc(CC)c1NC(=O)CO/N=C(\N)CC(=O)NC1CCCCC1	2%	-1%	-8%	15	8%	-9%	7%	-10
The results go on.
SMILES	Abeta yeast res	aSyn rescue	TDP43 rescue	D3 antag	FUS yeast rescue	EPAC2 ag	EPAC2 antag	D3 ag
CC(C)(C)NS(=O)(=O)c1ccc(/C=C/C(=O)O)cc1	-4%	3%	8%	-2	3%	1%	5%	2
CCN(CC)CCN(C(=O)/C=C/c1cccs1)c1nc2ccc(C)cc2s1	3%	-18%	6%	-28	-11%	8%	-4%	11
OCCC1CN(Cc2cnc(-c3ccc(Cl)cc3)nc2)CCN1C1CCCCC1 (stereo unspecified)	1%	-1%	12%	-2	1%	3%	-7%	-2
O=C(COC(=O)c1ccc(Br)o1)Nc1ccc2[nH]c(=O)[nH]c2c1	-12%	-1%	-8%	-20	-5%	4%	27%	-3
O=C(CCC1CCCN(C(=O)CCC(F)(F)F)C1)NCc1ccc(F)c(F)c1 (stereo unspecified)	0%	0%	13%[9.22 µM]	12	34%	2%	7%	4
Cc1ccc(CCNC(=O)c2cc(S(=O)(=O)N3CCCC3)cn2C)cc1	-16%	0%	7%	-145*	-9%	11%	10%	-1
CC1CCCCC1NC(=O)CN1C(=O)NC(C)(c2cccc(Br)c2)C1=O (stereo unspecified)	-11%	-6%	6%	-1	-12%	-7%	1%	2
CCOc1ccccc1Nc1ccc(C(=O)O)cc1NC(C)=O	-3%	1%	17%	24	-8%	5%	12%	11
N#Cc1cn(Cc2ccccc2)c2ccccc12	20%	-2%	?	0	7%	13%	0%	-3
CCCc1cc(=O)[nH]c(SCC(=O)N(CCC#N)c2ccc3c(c2)OCCO3)n1	10%	-6%	0%	0	-7%	6%	7%	3
CCOC(=O)N1CCN(CCC(=O)Nc2ccc(OC(F)(F)F)cc2)CC1	9%	8%	5%	-4	3%	-20%	-1%	-2
COCCN1CCn2c(nc3cc(NC(=O)c4ccc(OC)cc4)ccc32)C1	3%	0%	2%	-14	?	-1%	10%	-6
Cc1ccc(NC(=S)Nc2cccc3ccccc23)cc1	?	3%	6%	-3	9%	20%	-3%	-9
Cn1c(=S)c2[nH]c(SCC3CCCO3)nc2n(C)c1=O (stereo unspecified)	0%	-13%	28%	0	/	4%	-1%	3
CC1(C)Cc2c(cnn2-c2ccc(F)cc2)C(NC(=O)CN2CCCC2=O)C1 (stereo unspecified)	-8%	-1%	8%	4	13%	3%	-9%	4
CCOC(=O)c1c(NC(C)=O)sc(/C(C)=N/Nc2ccc(C(=O)O)cc2)c1C	0%	1%	14%	8	11%	-4%	-3%	4
CCCc1cc(-c2[nH]ncc2-c2ccc(C(=O)OCC)o2)c(O)cc1O	3%	4%	-10%	3	21%	9%	-16%	4
CC(C)C[C@H]1CNC(=S)N1C[C@H]1CCCN1C[C@H](Cc1ccc(O)cc1)N1C[C@H](CC(C)C)N(CC2CCCCCC2)C1=S	15%	-43%[inhibitor]	?	-65*	?	0%	-7%	-9
COc1ccc(S(=O)(=O)N2CCCCCC2)cc1NC(=O)Cc1cc(OC)c(OC)c(OC)c1	9%	0%	1%	10	/	10%	-3%	3
CCc1nn(CC(=O)NCCCc2ccccc2)c(=O)c2cc3cc(F)ccc3n12	-8%&-12%	-4%	14%&14%	4	20%&-12%	-10%	5%	6&3
C=CCn1c(C)cc(C(=O)COc2ccc(N(C)S(=O)(=O)c3ccc(NC(C)=O)cc3)cc2)c1C	3%	4%	-4%	8	?	-1%	8%	-5
N#Cc1c(NC(=O)CS(=O)(=O)c2ccc(Cl)cc2)sc2c1CCCCC2	-4%	/	4%	/	1%	/	/	-6
C/C(=N\OC(=O)c1cccc(C(F)(F)F)c1)c1sc(-c2ccccc2)nc1C	-4%	-9%	-16%	0	-7%	-1%	4%	-13
CN1CCN(C(=O)c2c(O)c3cccc4c3n(c2=O)CC4)CC1	-5%	6%	-12%	7	2%	-7%	13%	-1
Cn1c(=O)oc2cc(S(=O)(=O)N3CCCC(C(=O)Nc4ccc5c(c4)OCCO5)C3)ccc21 (stereo unspecified)	-1%	-1%	-7%	-16	-18%	-1%	-23%	-4
Other structures follow:
SMILES	Abeta yeast res	aSyn rescue	TDP43 rescue	D3 antag	FUS yeast rescue	EPAC2 ag	EPAC2 antag	D3 ag
CC(Sc1nc(-c2ccccc2)c(-c2ccccc2)[nH]1)C(=O)NCC1CCCO1 (stereo unspecified)	-9%	-5%	-4%	-8	15%	2%	22%	-9
NS(=O)(=O)c1ccc(CCNc2ccn3nc(-c4ccccc4)cc3n2)cc1	-13%	-4%	15%	3	3%	11%	13%	6
CCn1c(SCC(=O)Nc2nc(C)cs2)nnc1-c1ccncc1	-4%	4%	-1%	0	10%	4%	-6%	7
O=C1c2ccccc2C(=O)N1CCCCN(C(=O)c1cc([N+](=O)[O-])ccc1Cl)c1ccc(Cl)cc1	8%	-11%	7%	11	21%	1%	0%	2
COc1ccccc1CNC(=O)CCn1c(=O)sc2ccccc21	13%	21%	-3%	-166*	-8%	-11%	-1%	-11
CCn1c(SCC(=O)N2CCCCC2C)nc2ccsc2c1=O (stereo unspecified)	-1%	1%	10%	31	2%	3%	-3%	21
Cc1onc(-c2c(Cl)cccc2Cl)c1C(=O)N/N=C(\N)COc1ccc(Cl)cc1	13%	-16%	?	8	?	8%	-1%	4
CC(=O)N1Cc2[nH]c3ccccc3c2CC1C(=O)O (stereo unspecified)	-4%	-2%	-11%	15	1%	4%	-7%	3
O=S(=O)(/N=C(/Nc1ccc(Cl)c(S(=O)(=O)N2CCOCC2)c1)c1ccc(F)cc1)c1ccccc1	10%	7%	-2%	15	-16%	9%	-9%	-3
CCOc1ccc(OCC(=O)NCCS(=O)(=O)N2CCN(c3cccc(Cl)c3)CC2)cc1	-9%	/	11%	/	15%	/	/	-8
O=C(COC(=O)Cn1cnc2ccccc21)NCc1ccc(F)cc1	6%	-4%	14%	-20	-17%	9%	0%	-4
COC(=O)C1=C(C)NC(=O)NC1c1ccc(-c2ccc(F)cc2)o1 (stereo unspecified)	6%	5%	5%	-6	-12%	0%	-10%	8
